# Compound activity from PubChem.
# PKA-R1A activ: activators of PKA-R1A holoenzyme, primary screen, biochemical, fluorescence polarization, Cy5-IP20, bovine R1A, mouse PKAc | AID 504707, 2011 | PKA-R1A dissociation; scaled: DMSO 0%, 113 µM cGMP 100% | 340,000 tested, 0.083% active | activation, % at 11.4 µM;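 active means percent activation above the mean of all tested compounds plus 3 SD, cut at about 19% in these data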;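 further: higher means more PKAc released from R1A so a rise in polarization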
# OPRM1-OPRD1 ag: agonists of OPRM1-OPRD1 heterodimerization, primary screen, cell-based, luminescence; Mu-type opioid receptor (Homo sapiens) + Delta-type opioid receptor (Homo sapiens), …; cells; 340,000 tested, 0.3% active; AID 504326, 2011; activation, % at 9.3 µM; in the data active means activation above about 18%;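 further: 0% = vehicle-treated cells and 100% = reference agonist; values of inactives mirror those of a sister screen read the other way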
# Target sequence (P35372 whole entry, looked up): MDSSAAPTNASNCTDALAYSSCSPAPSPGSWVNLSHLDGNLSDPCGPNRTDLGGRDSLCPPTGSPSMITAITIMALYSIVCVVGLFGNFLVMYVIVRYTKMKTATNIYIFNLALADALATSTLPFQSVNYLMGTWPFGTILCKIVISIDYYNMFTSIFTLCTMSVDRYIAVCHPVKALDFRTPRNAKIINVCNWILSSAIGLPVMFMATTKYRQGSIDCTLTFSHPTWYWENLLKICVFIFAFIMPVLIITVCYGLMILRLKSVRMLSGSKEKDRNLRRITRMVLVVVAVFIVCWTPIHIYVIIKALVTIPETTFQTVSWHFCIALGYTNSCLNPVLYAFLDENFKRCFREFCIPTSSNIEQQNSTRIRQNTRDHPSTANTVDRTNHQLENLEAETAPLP
# Target sequence (P41143 whole entry, looked up): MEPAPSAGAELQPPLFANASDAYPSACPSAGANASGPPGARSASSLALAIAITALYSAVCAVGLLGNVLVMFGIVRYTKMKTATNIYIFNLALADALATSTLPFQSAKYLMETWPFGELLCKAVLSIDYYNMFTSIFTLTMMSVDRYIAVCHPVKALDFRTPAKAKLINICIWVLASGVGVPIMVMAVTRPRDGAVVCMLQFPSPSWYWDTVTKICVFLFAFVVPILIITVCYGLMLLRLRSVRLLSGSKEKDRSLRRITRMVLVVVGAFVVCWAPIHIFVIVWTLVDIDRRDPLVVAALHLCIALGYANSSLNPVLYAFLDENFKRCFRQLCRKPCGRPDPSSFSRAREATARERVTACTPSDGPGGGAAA
# phage Ecoli inh: growth loss of phage-infected E. coli, primary screen, RecBCD inhibitor project, absorbance, with phage, HTS | 360,000 tested, 0.26% active | inhibition, % at 11.9 µM; in the data active means inhibition above about 11%
# Ecoli viability: E. coli V3065 growth inhibition, primary screen, counter-screen for AddAB inhibitor project, absorbance, OD600 | 18 h | inhibition, % at 11.9 µM | 330,000 tested, 0.27% active | AID 449728, 2010;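 active means inhibition above the campaign's mean inhibition across all tested compounds plus 3 SD, cut at about 9.9% in these data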;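 further: uninfected addAB+ strain grown without phage in ampicillin broth; 0% = DMSO wells and 100% = ciprofloxacin 0.95 µg/ml wells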
# OPRM1-OPRD1 inv: inverse agonists of MOR-DOR heterodimerization, primary screen, cell-based, luminescence; cell-based MOR-DOR heterodimer luminescence, inverse agonism; inhibition, % at 9.3 µM; 340,000 tested, 0.21% active; in the data active means inhibition above about 22%, passing the limit was not always enough;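 further: 0% = cells with DMSO and 100% = wells without cells with DMSO; values of inactives mirror those of a sister screen read the other way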
# AddAB inh: growth inhibition of E. coli expressing H. pylori AddAB, primary screen, AddAB inhibitor project, absorbance; inhibition, % at 11.9 µM; 330,000 tested, 0.29% active; AID 435030, 2010; in the data active means inhibition above about 12%;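 further: 0% = vehicle wells of infected cells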
# Arrestin-AP2 inh: inhibitors of beta-arrestin/AP2 binding, primary screen, biochemical, GPCR trafficking, flow cytometry; inhibition, % at 10 µM; FITC-arrestin peptide / GST-AP2 beads; AP2 beta2 appendage carries R879A mutation; beta-arrestin 1 C-terminal peptide binding to AP2 beta2-adaptin appendage (human); 340,000 tested, 0.31% active; AID 504490, 2011;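 active means inhibition above a set limit, near 3 SD of compounds lacking own fluorescence, cut at about 54% in these data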;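 further: plate controls were DMSO wells for no effect and 5 µM unlabelled arrestin peptide for full effect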
#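 Test system: GST-tagged AP2 beta2-adaptin appendage (R879A) on 4 µm glutathione beads; also added: fluorescein-tagged arrestin peptide at 50 nM final; timing: 12 min plus 1 h, RT; signal: flow cytometry, FL1 (488/535 nm); read-out: percent drop in bead-associated FITC signal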
# Mot1-301 SUMO: yeast Mot1-301 growth rescue at high temperature, primary screen, SUMOylation pathway inhibitor project, S. cerevisiae, ATP luminescence, 38.5C; S. cerevisiae Mot1-301 growth rescue; percent above DMSO median, 100 means doubled; growth rescue, % at 18.8 µM; 320,000 tested, 1% active; AID 2716, 2010;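 active means every valid replicate shows activation above 250% relative to neutral control wells; inactive means the rest, any valid replicate at or below 250%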;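 further: OY570 slx delta 5 strain wells were the positive control but not used for scaling; some compounds called inactive have numbers as strong as hits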
# PfHsp90 set2: growth inhibition of PfHsp90-expressing yeast, primary screen, antimalarial PfHsp90 inhibitor project, S. cerevisiae, BacTiter-Glo luminescence, single point, set 2. inhibition, % at 9.4 µM. 310,000 tested, 0.32% active. BacTiter-Glo ATP, 48 h; yeast lacking PDR1 and PDR3 efflux regulators;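 active means every replicate shows inhibition above about 80%, whatever the replicate mean, limit read from the data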;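 further: 0% = DMSO neutral controls and 100% = 20 µM radicicol positive controls; yeast relying on Plasmodium falciparum Hsp90 in place of its own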
# DSG3 Ab inh: inhibitors of pemphigus antibody binding to DSG3, primary screen, biochemical, bead-based, flow cytometry, scFv-GFP; 310,000 tested, 0.48% active; binding (percent of control), % at 10 µM; DSG3-coupled beads, scFv-anti-DSG3-GFP binding; stronger effect = lower value; AID 588358, 2011; Desmoglein-3 (Homo sapiens), P32926;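 active means binding more than 3 SD below its plate's average and above zero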;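 further: hits lower antibody fragment binding to DSG3; some compounds called inactive have numbers as strong as hits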
# Tat transport: E. coli Tat export inhibitors, primary screen, MC4100, TorA-mCherry reporter, fluorescence, single point. inhibition, % at 10 µM. 340,000 tested, 0.036% active. AID 488895, 2010;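 active means mean replicate inhibition at least 50% and at least half of replicates individually reaching 50%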;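 further: exported cargo escapes ClpAP degradation while cytoplasmic cargo is degraded and loses fluorescence; 0% = median of neutral control wells and 100% = median of NaSCN control wells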
# * marks the source's active call; other numbers are inactive results; . = no result given.
SMILES,PKA-R1A activ,OPRM1-OPRD1 ag,phage Ecoli inh,Ecoli viability,OPRM1-OPRD1 inv,AddAB inh,Arrestin-AP2 inh,Mot1-301 SUMO,PfHsp90 set2,DSG3 Ab inh,Tat transport
Cc1ccsc1C(C(=O)NC(C)(C)C)N(Cc1ccco1)C(=O)c1csnn1 (stereo unspecified),-2,0.8,5.0,0.2,-6,-0.1,25,-8,-9,114,0
Cc1ccc(N2CC(O)=C(c3ccccc3)C2=N)cc1,2,-1.9,4.3,-0.8,10,0.1,-5,-9,-1,104,-9
O=C(Cc1ccc(Cl)cc1)SCc1ccccc1,-4,9.6,0.6,-1.1,-53,-0.2,4,5,.,103,-9
Nc1ccc(C(=O)c2cccs2)cn1,5,-2.6,1.1,-0.7,15,-1.6,14,3,-1,103,-2
O=C(Nc1ccc(-c2cn3ccsc3n2)cc1)C1CC1,7,3.2,2.0,-1.0,-19,0.5,-4,.,37,.,2
Cc1nnc(SCC(=O)Nn2cnnc2)s1,-2,-0.2,0.1,-0.3,1,-2.4,11,-5,-15,90*,-2
CCOC(=O)[C@@H]1[C@H]2COc3ccc(Br)cc3[C@@H]2N2C(=O)N(c3ccc(Br)cc3)C(=O)[C@]12C,-7,-1.1,1.6,1.2,6,2.6,0,-3,-28,.,-2
COc1ccc(C2NC(=S)NC3=C2CCc2ccccc23)cc1OC (stereo unspecified),-2,-3.0,0.9,-0.8,16,-0.5,-17,-6,-67,104,0
Cc1ccc(NC(=O)N(Cc2ccc3c(c2)OCO3)Cc2cc3cc4c(cc3[nH]c2=O)OCCO4)cc1,10,-1.3,1.7,-0.3,7,-2.9,4,6,-26,96,13
CCOc1ccc(CNC(=O)C2CCC(=O)N2C2CCCC2)cc1OC (stereo unspecified),7,0.4,0.8,0.5,-3,0.6,-3,-16,-36,103,-7
Cc1cc(C)cc(NC(=O)C(=O)NCCCN2CCCC2=O)c1,-16,-5.7,1.9,1.1,28,4.9,18,38,2,105,5
O=C(CCn1nnc2ccccc21)N/N=C\Cc1ccccc1,-4,-0.9,3.0,-1.6,7,0.5,-2,-1,20,93,2
CCOC(=O)C1(CCOc2ccccc2)CCN(Cc2cccc(OC)c2)CC1,-4,19*,0.6,2.0,-93,0.6,9,-12,-20,118,5
CCC(C)[C@H](NC(=O)NCc1ccc(Cl)cc1)C(=O)O (stereo partly specified),-4,-3.3,0.8,-1.6,17,1.0,1,8,-14,92,2
O=C(Nc1nc(-c2ccc(-c3ccccc3)cc2)cs1)C1CCCO1 (stereo unspecified),-3,3.5,0.5,-3.0,-21,-2.9,18,-4,-25,104,10
CN(Cc1nccs1)C(=O)c1ccc2nc(Cc3ccccc3F)oc2c1,-5,-2.5,2.4,2.5,10,2.3,22,-18,24,114,-3
CCCCNC(=O)c1ccc2nc(-c3ccco3)c(-c3ccco3)nc2c1,3,5.5,0.1,-3.1,-33,-0.6,40,20,7,95,-11
C=CCn1c(-c2ccoc2C)n[nH]c1=S,-13,-2.5,3.0,-0.9,14,0.6,18,365,.,100,7
COc1ccc(C(=O)Nc2ccccc2C(=O)N/N=C/c2ccco2)cc1,14,-0.9,2.2,-0.5,5,4.2,-9,-8,42,84,8
O=[N+]([O-])c1ccc(N2CCN(c3ccc(Cl)nn3)CC2)cc1NC1CC1,-12,-3.4,2.7,-1.8,19,0.5,8,15,.,79,0
COc1cccc(CNC(=O)Cc2nc3nc(C)cc(C)n3n2)c1,2,-1.1,2.4,-1.4,6,0.0,5,3,7,131,2
NC(=O)C1CCN(C(=O)CN2C(=O)c3ccccc3S2(=O)=O)CC1,1,-1.9,1.6,-0.3,10,-1.0,12,7,.,93,10
COCCCNC(=O)COc1ccc(-c2nccc(-c3ccccn3)n2)cc1,-15,-3.8,2.1,0.6,19,0.2,0,5,-7,99,-12
S=C(NCCCc1ccccc1)Nc1ccccc1,7,1.4,-0.9,.,-7,.,11,1,-26,107,-5
COc1ccc(CNC(C)C23CC4CC(CC(C4)C2)C3)c(OC)c1OC (stereo unspecified),3,1.2,2.8,-1.5,-5,2.7,35,85,-11,105,2

# New compounds follow
SMILES,PKA-R1A activ,OPRM1-OPRD1 ag,phage Ecoli inh,Ecoli viability,OPRM1-OPRD1 inv,AddAB inh,Arrestin-AP2 inh,Mot1-301 SUMO,PfHsp90 set2,DSG3 Ab inh,Tat transport
O=C(CSc1ccc([N+](=O)[O-])cn1)Nc1ccccc1N1CCOCC1,-4,-0.5,-1.6,-0.6,3,0.1,-17,-4,-23,.,-14
c1cncc(CNC2CCCc3ccccc32)c1 (stereo unspecified),-3,-0.8,1.8,0.3,4,2.1,0,2,0,.,-1
Cc1nc(SCC(=O)NC2CCCCC2)[nH]c(=O)c1C,4,-2.4,2.1,0.9,13,0.7,11,-20,12,102,8
C/C(=N\N1CCN(Cc2ccc(Cl)cc2)CC1)c1ccc(F)cc1,-6,2.0,0.8,0.3,-10,6.5,7,3,10,88,1
COc1ccc(Cl)cc1-n1c(C)cc(C(=O)O)c1C,1,-0.6,-0.1,-0.2,3,-0.2,1,-4,-27,109,20
Cc1ccc(/C=N/Nc2nc(Cl)c(Cl)cc2Cl)s1,-8,3.2,1.4,1.3,-19,-1.0,27,1,-24,116,-2
CCOC(=O)C1(Cc2ccccc2Cl)CCN(Cc2csc(C(C)=O)c2)CC1,-4,4.6,1.8,-2.8,-25,-0.4,17,104,0,108,2
COc1cc(C2=CN(Cc3ccccc3)CCC2=O)cc(OC)c1OC,8,-1.4,-0.2,0.2,6,0.2,0,2,0,99,1
O=C(NCc1ccco1)C1CC(=O)N(c2ccc(Cl)cc2)C1 (stereo unspecified),-14,-0.2,0.7,1.1,1,1.9,58*,648*,5,89,-8
CC(=O)N1CCC(=NNS(=O)(=O)c2ccc(C)c([N+](=O)[O-])c2)CC1,-9,-2.4,4.6,0.8,11,0.2,1,3,11,102,-6
CCN(CC)C(=O)c1[nH]cnc1C(=O)Nc1ccc(Cl)cc1,-1,1.2,0.7,-2.7,-7,-0.8,-10,-9,1,98,1
CCn1c(SCC(=O)N2CCc3ccccc32)nnc1-c1c[nH]c2ccccc12,3,-0.7,2.7,0.7,4,1.2,-1,-11,13,103,2
OCCN1C2=NCCCN2c2ccccc21,-5,-2.4,0.1,-1.6,11,1.7,-6,16,-3,128,-3
COc1ccccc1S(=O)(=O)Cc1ccc(C(=O)N2CCOCC2)o1,-8,-3.1,35*,0.6,16,5.0,-5,410,-10,108,-6
Cc1noc(NC(=O)c2cccc(Cl)c2Cl)c1C#N,2,-1.9,0.8,0.2,9,-0.2,8,10,-7,94,1
CC1CC(C)CN(S(=O)(=O)c2cccc3cccnc23)C1 (stereo unspecified),3,-2.6,0.5,-0.4,13,5.6,-1,-9,27,101,6
COc1ccc(/C=C2/C(=O)ON=C2c2ccccc2)cc1OC,-3,2.6,0.3,-3.0,-13,-1.4,-1,12,4,100,0
COc1ccccc1NC(=S)NN=C(C)c1ccccn1,-5,-2.0,17*,.,10,.,2,.,71,-0.8*,8
O=C(CCc1ccccc1)NNC(=O)c1ccccc1F,-11,-2.8,0.9,0.9,15,4.2,-15,0,-5,99,-7
C[C@H](NC(=O)c1nc[nH]c1C(=O)NCc1ccc(CNC(=O)OC(C)(C)C)cc1)C(=O)OC(C)(C)C,1,2.0,1.5,-1.6,-11,-1.4,0,-11,.,102,2
CCc1nc2ccccc2c(=O)n1NC(=O)c1c(O)c2cccc3c2n(c1=O)CCC3,-2,-1.3,2.0,1.0,7,3.5,7,-3,2,104,4
N#CC1=C(N)OC2=C(C(=O)CCC2)C1c1ccc2c(c1)OCO2 (stereo unspecified),4,-1.6,1.3,-0.3,8,2.2,9,-18,9,110,-5
O=S(=O)(c1cc(-c2nnc(-c3ccc(Br)cc3)o2)ccc1Br)N1CCCCCC1,-4,-2.8,.,1.0,12,4.1,-3,-7,12,74*,4
COc1ccc(N2CCN(c3nc4cc(C)ccc4cc3C=O)CC2)cc1,-9,2.9,0.7,-1.6,-18,3.6,-5,126,26,.,12
Cn1c(=O)nc2n(Cc3ccccc3)c3ccccc3cc-2c1=O,-6,0.0,2.8,0.3,0,2.0,-5,417*,-1,99,3

# Additional entries
SMILES,PKA-R1A activ,OPRM1-OPRD1 ag,phage Ecoli inh,Ecoli viability,OPRM1-OPRD1 inv,AddAB inh,Arrestin-AP2 inh,Mot1-301 SUMO,PfHsp90 set2,DSG3 Ab inh,Tat transport
Nc1ccc(-c2nc3cc([N+](=O)[O-])ccc3o2)cc1,-1,0.5,-1.1,1.0,-2,-1.1,-3,-28,-62,102,1
O=C(NCC(=O)N(c1ccccc1F)C(C(=O)NC1CCCC1)c1cccnc1)c1ccco1 (stereo unspecified),-1,-0.4,-1.8,-1.1,3,1.7,10,121,-29,.,-2
CCOc1ccc2oc(-c3ccccc3)c(C(=O)O)c2c1,-1,-3.2,1.4,-0.8,17,-1.9,-3,-13,19,97,-3
CCc1cccc(C)c1NC(=O)COC(=O)CNS(=O)(=O)/C=C/c1ccccc1,9,-1.4,2.6,3.2,7,3.2,-4,-24,.,110,11
Cc1cc(Br)ccc1OCCN1CC(C)OC(C)C1 (stereo unspecified),-1,0.7,-2.2,-0.1,-4,0.2,40,13,7,108,1
O=C(COc1ccc2cc(-c3ccccc3)c(=O)oc2c1)NCC1CCC(C(=O)O)CC1 (stereo unspecified),-3,-1.2,1.9,0.3,6,2.9,36,988*,-12,106,-6
COc1ccc(-c2cc(C(=O)NCCCn3ccnc3)no2)cc1OC,-5,-1.1,1.7,-1.3,7,1.2,12,485,.,103,2
NNC(=S)Nc1ccc(S(=O)(=O)N2CCOCC2)cc1,-5,-1.7,-0.5,1.0,9,1.3,-9,-3,-7,97,-3

# Exported with tabs: three of the compounds above.
Compound	PKA-R1A activ	OPRM1-OPRD1 ag	phage Ecoli inh	Ecoli viability	OPRM1-OPRD1 inv	AddAB inh	Arrestin-AP2 inh	Mot1-301 SUMO	PfHsp90 set2	DSG3 Ab inh	Tat transport
CCc1cccc(C)c1NC(=O)COC(=O)CNS(=O)(=O)/C=C/c1ccccc1	9	-1.4	2.6	3.2	7	3.2	-4	-24	.	110	11
Cc1cc(Br)ccc1OCCN1CC(C)OC(C)C1 (stereo unspecified)	-1	0.7	-2.2	-0.1	-4	0.2	40	13	7	108	1
O=C(COc1ccc2cc(-c3ccccc3)c(=O)oc2c1)NCC1CCC(C(=O)O)CC1 (stereo unspecified)	-3	-1.2	1.9	0.3	6	2.9	36	988*	-12	106	-6
